MITF TRPM1 HTS: increases MITF-driven TRPM1 promoter luciferase signal | 0.75% of 300,000 active | SK-MEL-5 TRPM1-promoter luciferase, 24 h; % of positive control, neutral wells = 0 | AID 588334 | activation, % at 12.5 µM;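 active means mean activation of at least 80% with every replicate also reaching 80%; inconclusive means mean reaches 80% but some replicate falls short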;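 further: 0% = neutral control wells and 100% = parthenolide positive control wells; values of inactives mirror those of a sister screen read the other way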
PfHsp90 yeast 2: inhibits growth of yeast expressing Plasmodium falciparum Hsp90; AID 504621; S. cerevisiae expressing PfHsp90, BacTiter-Glo ATP, 48 h; yeast lacking PDR1 and PDR3 efflux regulators; 0.32% of 310,000 active; inhibition, % at 9.4 µM;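 active means every replicate shows inhibition above about 80%, whatever the replicate mean, limit read from the data; inconclusive means mean inhibition reaches the set limit but some replicate falls short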;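 further: 0% = DMSO neutral controls and 100% = 20 µM radicicol positive controls; yeast relying on Plasmodium falciparum Hsp90 in place of its own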
dFosB act: mouse delta FosB homodimer activation; P13346; purified delta FosB, TAMRA-CDK5 oligo fluorescence polarization; percent of positive-control signal above neutral wells; activation, % at 25 µM; 0.99% of 340,000 active;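 active means mean activation above about 17%, with every replicate also reaching it, limit read from the data, passing the limit was not always enough; inconclusive means only one of the two conditions met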;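 further: fluorescence polarization rise as delta FosB binds a TAMRA Cdk5 AP-1 oligo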
SR-BI uptake up: activators of SR-BI mediated HDL lipid uptake | CHO ldlA[mSR-BI] cells, DiI-HDL uptake fluorescence, 3 h; 100 = double the neutral-control signal | activation, % at 12.5 µM | 0.096% of 320,000 active;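 active means mean replicate activation of at least 60% and every replicate at or above 60%; inconclusive means mean or all-replicate condition met, but not both; inactive means mean below 60% and not all replicates reaching 60%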;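 further: 0% = median plate neutral-control signal and 100% = twice that signal; values of inactives mirror those of a sister screen read the other way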
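System: CHO ldlA[mSR-BI] cells / Medium: HEPES-buffered (25 mM, pH 7.4) F12 plus 0.5% BSA / Probe or stimulus: labelled HDL, 10 µg/mL / Doses: single compound concentration, delivered by pin transfer / Schedule: 3 h, 37 °C / Measured by: DiI fluorescence, bottom read / Measure: cell-associated DiI fluorescence as measure of HDL uptake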
CAL PDZ FP-1: human CAL PDZ-peptide interaction inhibition; Q9HD26; AID 504414; 0.02% of 330,000 active; inhibition, % at 20 µM; purified CAL PDZ, TMR-peptide fluorescence polarization, 1 h;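 active means highest replicate inhibition of at least 40%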;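 further: plate controls were DMSO neutral control wells for no effect and unlabeled competitor peptide control wells for full effect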
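material = purified tagged CAL PDZ domain construct (CerCALP) | buffer or medium = sodium phosphate/NaCl buffer pH 7.4 with TCEP, IgG, Thesit | reagent = TMR-labelled reporter peptide T*-PRC34 bound in PDZ groove | incubation = 1 h room-temperature incubation prior to read | measured by = fluorescence polarization (mP) | evaluation = percent inhibition from loss of millipolarization | control set = unlabelled peptide and DMSO controls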
CAL PDZ FP-2: inhibitors of human CAL PDZ peptide binding | Q9HD26 | purified CAL PDZ, TMR-peptide fluorescence polarization, 1 h | inhibition, % at 24.9 µM | 0.92% of 300,000 active | AID 602252;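 active means mean inhibition of at least 30% with at least half of replicates also reaching 30%; inconclusive means no clear call, values can overlap the other calls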;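 further: 0% = DMSO neutral control and 100% = excess unlabeled competitor peptide PRC23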
Rtt109 HAT inh: inhibitors of Candida albicans Rtt109/Vps75 histone acetyltransferase. Q5AAJ8. purified Rtt109/Vps75, ThioGlo CoA-SH fluorescence, 4 h. inhibition, % at 34.9 µM. 0.16% of 330,000 active. AID 540336;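 active means inhibition of at least 50% in every replicate; inconclusive means best replicate reaches 50% inhibition but some replicates fall short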
PvdQ inh: blocks Pseudomonas aeruginosa PvdQ acylase activity; purified PvdQ acylase, fluorescence plate reader; inhibition, % at 10 µM; AID 488965; 0.063% of 340,000 active; in the data active means inhibition above about 30%, passing the limit was not always enough; inconclusive means no clear call, values can overlap the other calls;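 further: 0% = vehicle neutral wells and 100% = reference inhibitor wells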
NSD2 inh: NSD2 (human) methyltransferase inhibition | O96028 | NSD2 peptide methylation, AlphaScreen, 120 min | inhibition, % at 12.5 µM | 0.54% of 310,000 active; in the data active means inhibition above about 50%
Target sequence (O96028 whole entry, looked up): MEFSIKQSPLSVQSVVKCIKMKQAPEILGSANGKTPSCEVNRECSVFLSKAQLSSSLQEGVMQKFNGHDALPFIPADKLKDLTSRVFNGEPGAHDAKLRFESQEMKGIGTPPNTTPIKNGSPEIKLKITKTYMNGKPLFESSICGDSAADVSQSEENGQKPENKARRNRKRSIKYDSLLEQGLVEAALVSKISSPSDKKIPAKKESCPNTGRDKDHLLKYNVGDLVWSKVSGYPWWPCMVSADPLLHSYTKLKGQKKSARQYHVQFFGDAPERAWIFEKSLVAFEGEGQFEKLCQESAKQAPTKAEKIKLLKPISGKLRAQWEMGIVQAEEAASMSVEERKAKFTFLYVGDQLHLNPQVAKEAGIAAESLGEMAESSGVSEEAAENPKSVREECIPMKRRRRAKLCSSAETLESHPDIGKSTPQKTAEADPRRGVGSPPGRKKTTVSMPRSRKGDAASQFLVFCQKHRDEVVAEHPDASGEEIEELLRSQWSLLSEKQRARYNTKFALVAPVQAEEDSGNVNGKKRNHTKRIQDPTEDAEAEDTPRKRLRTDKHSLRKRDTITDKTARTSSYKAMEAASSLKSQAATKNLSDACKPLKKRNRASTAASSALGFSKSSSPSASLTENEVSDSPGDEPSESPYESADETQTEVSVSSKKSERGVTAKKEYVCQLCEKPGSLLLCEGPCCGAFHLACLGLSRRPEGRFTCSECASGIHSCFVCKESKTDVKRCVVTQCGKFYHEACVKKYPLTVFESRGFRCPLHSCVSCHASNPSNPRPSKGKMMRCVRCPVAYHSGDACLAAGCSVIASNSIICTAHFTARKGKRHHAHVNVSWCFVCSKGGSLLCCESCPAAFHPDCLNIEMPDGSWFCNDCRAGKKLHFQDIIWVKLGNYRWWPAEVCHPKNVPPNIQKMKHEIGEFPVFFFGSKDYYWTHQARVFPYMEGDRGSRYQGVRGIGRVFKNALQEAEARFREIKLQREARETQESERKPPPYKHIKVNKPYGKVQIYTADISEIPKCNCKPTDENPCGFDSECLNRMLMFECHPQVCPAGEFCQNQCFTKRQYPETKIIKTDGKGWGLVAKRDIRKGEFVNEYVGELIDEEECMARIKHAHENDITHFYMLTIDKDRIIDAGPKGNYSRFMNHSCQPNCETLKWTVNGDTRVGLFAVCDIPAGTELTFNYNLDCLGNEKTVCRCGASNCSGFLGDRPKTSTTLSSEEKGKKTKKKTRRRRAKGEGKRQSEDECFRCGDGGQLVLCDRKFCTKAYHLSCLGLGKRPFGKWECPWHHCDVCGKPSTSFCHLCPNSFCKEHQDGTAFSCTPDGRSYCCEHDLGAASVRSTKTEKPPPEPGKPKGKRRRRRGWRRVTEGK
SR-BI HDL uptake: mouse SR-BI HDL lipid transfer inhibition; ldlA[mSR-BI] CHO cells, DiI-HDL uptake fluorescence, 3 h; inhibition, % at 12.5 µM; 0.96% of 320,000 active;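 active means mean replicate inhibition of at least 70% and a set share of replicates each scoring 70 or more; inconclusive means meets just one of the two criteria; inactive means fails both criteria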;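 further: 0% = median of neutral control wells and 100% = median of positive control wells; values of inactives mirror those of a sister screen read the other way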
An asterisk follows results filed as active; u = inconclusive; x = no result given. An unsorted share of the library. Share with any hit: about 4.3%.

SMILES | MITF TRPM1 HTS | PfHsp90 yeast 2 | dFosB act | SR-BI uptake up | CAL PDZ FP-1 | CAL PDZ FP-2 | Rtt109 HAT inh | PvdQ inh | NSD2 inh | SR-BI HDL uptake
COc1cccc(CNC(=O)CCC2CCCN(C(=O)CCn3cncn3)C2)c1 (configuration not stated) | 1 | x | -4 | 28 | 0.0 | -2 | 1 | 14 | -2 | -28
O=C(NC1CCCCC1)C1CCN(S(=O)(=O)c2cccc3nonc23)CC1 | 7 | -18 | -1 | 30 | -1.3 | x | 2 | 0 | -1 | -30
Cc1ccc(S(=O)(=O)NCC(C)NS(C)(=O)=O)cc1 (configuration not stated) | 1 | 11 | 10 | 16 | -0.5 | x | -15 | -16 | -1 | -16
CCOc1ccc(C(C(=O)NC2CCCC2)N(C(=O)CNC(=O)c2ccco2)c2cccnc2)cc1 (configuration not stated) | 8 | -15 | 4 | u | -0.8 | -4 | -1 | -6 | 3 | -186
Cc1ccc(-c2noc(CN(C(=O)c3cccs3)C(C)C)n2)cc1 | -6 | 26 | -10 | -15 | 2.5 | -1 | 4 | -4 | 1 | 15
COc1cccc(/C=N/NC(=O)c2ccc3nc[nH]c3c2)c1O | -4 | 2 | 9 | -38 | -1.9 | -15 | -1 | -17 | -1 | 38
COc1cccc(N2C(=O)C3C(C2=O)C3(c2ccccc2)c2ccccc2)c1 (configuration not stated) | -9 | 6 | -5 | -4 | 1.4 | -1 | 6 | -23 | -3 | 4
CC(=O)Oc1ccccc1-c1nc(C)nc(N(C)C(C)=O)n1 | 10 | -22 | -11 | 10 | -3.7 | x | 1 | -13 | 0 | -10
Cc1cc(C)nc(/N=C(\N)Nc2ccc(-c3ccccc3)cc2)n1 | 1 | -40 | 12 | -8 | -8.4 | -4 | 31 | 0 | 6 | 8
COc1ccccc1NS(=O)(=O)c1ccc(NC(=O)c2nc3ncccn3n2)cc1 | -6 | 15 | -1 | -4 | -2.2 | -3 | 4 | -12 | -2 | 4
COc1ccc(-c2cc(C(=O)Nc3ccc(S(=O)(=O)Nc4ncccn4)cc3)c3ccccc3n2)cc1 | 35 | -13 | -8 | x | -4.0 | -3 | -2 | -2 | 2 | x
CN(c1ccccc1)S(=O)(=O)c1ccc(C(=O)Nc2ccncc2)cc1 | -6 | x | -13 | 5 | -4.0 | -8 | 0 | 4 | 0 | -5
COC(=O)CSc1nnc(Cc2ccccc2)n1-c1ccc(C)cc1 | 3 | -24 | -3 | 14 | -2.0 | -1 | 2 | -15 | -3 | -14
Cc1ccc(S(=O)(=O)N(c2ccc(Br)cc2)C2C=CS(=O)(=O)C2)cc1 (configuration not stated) | -12 | -18 | -9 | 44 | -0.7 | 0 | -12 | -7 | -1 | -44
COCCNC(=O)c1cccc(OC2CCN(Cc3ccc(Cl)c(F)c3)CC2)c1 | x | -6 | 2 | -5 | -1.1 | -5 | -1 | -8 | 1 | 5
O=C(COC(=O)c1cccs1)NCc1cccs1 | 4 | -2 | -6 | 31 | -2.6 | -4 | -12 | -8 | -2 | -31
Cc1cc(C)c(S(=O)(=O)N2CCOCC2)cc1C | 11 | 18 | -2 | 14 | x | 1 | 10 | -16 | -2 | -14
COc1cc(C(=O)NCc2nc(C)cs2)ccc1OC1CCN(C(C)=O)CC1 | -5 | -4 | -2 | 5 | 0.5 | -1 | -5 | -4 | 0 | -5
N/C(=N\OC(=O)c1ccc(F)cc1)c1ccc(Br)cc1 | 66 | x | 7 | -5 | -2.2 | -4 | -1 | 0 | 27 | 5
CCN(Cc1cccs1)C(=O)CN1C(=O)NC(c2ccccc2)(c2ccccc2)C1=O | -5 | 14 | -13 | 28 | 0.7 | x | 8 | 1 | 0 | -28

A different layout for two compounds above.
canonical_smiles	MITF TRPM1 HTS	PfHsp90 yeast 2	dFosB act	SR-BI uptake up	CAL PDZ FP-1	CAL PDZ FP-2	Rtt109 HAT inh	PvdQ inh	NSD2 inh	SR-BI HDL uptake
Cc1cc(C)nc(/N=C(\N)Nc2ccc(-c3ccccc3)cc2)n1	1	-40	12	-8	-8.4	-4	31	0	6	8
COc1cc(C(=O)NCc2nc(C)cs2)ccc1OC1CCN(C(C)=O)CC1	-5	-4	-2	5	0.5	-1	-5	-4	0	-5

New compounds follow.
SMILES | MITF TRPM1 HTS | PfHsp90 yeast 2 | dFosB act | SR-BI uptake up | CAL PDZ FP-1 | CAL PDZ FP-2 | Rtt109 HAT inh | PvdQ inh | NSD2 inh | SR-BI HDL uptake
COc1ccc(/C=N/NC(=S)Nc2c(C)n(C)n(-c3ccccc3)c2=O)cc1OC | 3 | 8 | -4 | -2 | -0.4 | x | -33 | -9 | -3 | 2
O=C(NC1CCCC1)C(c1cccnc1)N(CCc1ccccc1)C(=O)c1ccco1 (configuration not stated) | 3 | 25 | -1 | 13 | -0.2 | -4 | 8 | 2 | -9 | -13
CCN(CC)c1nc2c3c(nc4c(c3c1C#N)CC(=O)N4c1ccc(Cl)cc1)NC(C)=N2 | 6 | 5 | -21 | -3 | -3.3 | -5 | -1 | -11 | 3 | 3
O=C1CN(C(=S)NC(=O)c2ccc(-c3ccccc3)cc2)CCN1 | 63 | -32 | 4 | -7 | -0.8 | 43* | -4 | -13 | 1 | 7
CN1CCCC1CCNc1ccc2sc3ccccc3c(=O)c2c1 (configuration not stated) | 108* | 19 | 14 | -69 | 2.5 | -4 | 20 | 9 | x | 69
CN(CCc1ccccn1)c1ccccc1 | 71 | 2 | 7 | 5 | 0.2 | -1 | -1 | 3 | 2 | -5
CCN(CC)C(=O)c1sc(NC(=O)c2ccc3c(c2)OCO3)c(C(N)=O)c1C | 65 | -15 | -19 | -13 | -1.4 | x | 9 | -1 | -1 | 13
O=C(c1cccn2c(=O)c3cc(Br)ccc3nc12)N1CCN(c2ccccn2)CC1 | 10 | 4 | -2 | -7 | -1.1 | 0 | 9 | -12 | -1 | 7
O=C(Nc1c(C(=O)N2CCCCC2)cnn1-c1ccccc1)c1ccco1 | -2 | -37 | -1 | 6 | 0.0 | -1 | -4 | -4 | -3 | -6
CCN(CC)c1ccc(S(=O)(=O)N2CCOCC2)cc1NC(=O)CSc1n[nH]c(N)n1 | -4 | -6 | -3 | 22 | -0.6 | -1 | -1 | -11 | -2 | -22
CCCCC(c1nnnn1C(C)C)N1CCN(C(=O)c2ccco2)CC1 (configuration not stated) | -3 | 20 | -6 | 2 | -2.3 | -1 | 29 | 12 | 0 | -2
CC1(C)C=C(c2ccc(C=O)s2)CC(C)(C)N1C=O | -20 | 7 | 2 | 4 | -2.6 | 0 | 8 | 10 | 1 | -4
Cc1cc2c(cn1)C(CCC#N)(CCC#N)c1ccccc1-2 | 6 | 10 | 7 | 14 | -1.2 | -3 | -5 | -3 | -2 | -14
NC1(C#Cc2ccc3oc(=O)c(-n4cc(C5(O)CCCCC5)nn4)cc3c2)CCCCC1 | 17 | 14 | -8 | 20 | -0.6 | -4 | 6 | -9 | x | -20
Cc1ccc(N(C)C(=O)N2CCN(S(=O)(=O)c3ccc(C)cc3)CC2)cc1 | 14 | -11 | -12 | x | -0.5 | -4 | -1 | 9 | x | x
COc1cccc(CNC(=O)COC(=O)CNC(=O)c2ccc(-c3ccccc3)cc2)c1 | 10 | 7 | -2 | -4 | -1.0 | 3 | 11 | 5 | 0 | 4
Cc1ccccc1NC(=O)CCc1c(C)nn(-c2ccc(N3CCOCC3)nn2)c1C | 4 | -9 | -8 | -62 | -0.5 | 1 | -8 | -19 | x | 62
COc1ccc(CNC(=O)c2nnn(-c3cccc(C(F)(F)F)c3)c2N)cc1 | 7 | -9 | -16 | 16 | 0.9 | -3 | 19 | -2 | 51* | -16
COC(=O)[C@]1(C)N[C@H](CN(C)S(=O)(=O)c2ccc(OC(F)(F)F)cc2)[C@@H]2C(=O)N(Cc3ccccc3)C(=O)[C@@H]21 | 0 | -17 | -6 | 18 | 0.3 | -1 | -3 | -11 | x | -18
N#Cc1ccccc1COc1cccc2c1CCCC2O (configuration not stated) | 16 | -1 | -1 | -7 | x | -2 | 3 | 11 | -4 | 7
Cc1cc2cc(C(c3nnnn3Cc3ccco3)N3CCc4ccccc4C3)c(=O)[nH]c2cc1C (configuration not stated) | -6 | 9 | -12 | -5 | -1.7 | -1 | -2 | -14 | 47 | 5
O=C(CCC(=O)c1ccc(-c2ccccc2)cc1)Nc1cccnc1 | -4 | -22 | 1 | 5 | -1.3 | -1 | -1 | -9 | -2 | -5
Cc1cc(NC(=O)COc2coc(CN3CCN(c4ccccc4F)CC3)cc2=O)no1 | -8 | -3 | -12 | 11 | -0.9 | x | -6 | -8 | -1 | -11
O=C(CCN1CCN(c2ccc(F)cc2)CC1)Nc1ccccc1F | 15 | -1 | 2 | 12 | -0.7 | 1 | 3 | 7 | 1 | -12
COc1ccc(C2C3=C(CCCC3=O)Nc3nc(C(F)(F)F)nn32)cc1OC (configuration not stated) | 4 | -8 | 4 | 30 | -0.8 | -4 | 5 | -15 | 0 | -30
CCCC(CCC)C(=O)Nc1cccc(C(=O)O)c1 | 6 | -10 | 2 | 1 | 0.2 | x | -14 | -10 | 0 | -1
CCN(CC)S(=O)(=O)c1ccc(/C=C/C(=O)OCC(=O)Nc2ccc(S(N)(=O)=O)cc2)cc1 | -4 | 5 | 116* | -6 | -1.1 | x | -21 | -11 | 2 | 6
Cc1ccc(OCC(=O)NCC(=O)Nc2ccc(F)cc2)c([N+](=O)[O-])n1 | 7 | 16 | 1 | 15 | 0.4 | 15 | -3 | -9 | -2 | -15
CCOc1ccccc1N1CCN(C(=O)c2ccc(Cl)c(S(=O)(=O)N3CCCCC3)c2)CC1 | -15 | -2 | -4 | -47 | 0.2 | x | -2 | -9 | 0 | 47
Cc1ccccc1OCC(=O)Nc1ccc(C(N)=O)cc1 | -5 | -19 | -10 | 2 | -0.6 | 2 | 3 | -5 | 0 | -2
COc1cc(OC)c(C(=O)OC(C)C(=O)NCc2ccc3c(c2)OCO3)cc1OC (configuration not stated) | -5 | 27 | 5 | -3 | 0.3 | -5 | 10 | -14 | 76* | 3
COC(=O)CN1C(=O)[C@H]2[C@@H](/C=C/c3ccccc3)N3C(=O)CN(Cc4ccccc4)C(=O)[C@@]3(C)[C@H]2C1=O | -1 | 22 | 0 | 5 | -0.2 | -3 | -8 | 0 | x | -5
COc1ccc(-c2cc(CC3(C(=O)O)CCN(C(=O)OC(C)(C)C)CC3)on2)c(OC)c1 | -5 | 27 | -2 | -5 | -0.5 | -1 | 6 | 1 | x | 5

Source: PubChem (Broad Institute)
